Source: PubChem
TMEM16A inh: blocks the mouse calcium-activated chloride channel TMEM16A. Q8BHY3. HEK293 TMEM16A/YFP iodide influx fluorescence, ionomycin. normalized B-score (activity score, 25-100; higher = stronger inhibition) at 10 µM. 1.2% of 310,000 active;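 active = ratio plate-corrected score three or more library SD toward inhibition, starting fluorescence score within five deviations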;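 also: score derived from kinetic fluorescence span divided by baseline fluorescence per well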
KCNK3 block: human KCNK3 channel inhibition, primary screen; O14649; CHO-KCNK3 thallium flux, FluxOR fluorescence; hits give low values; B-score at 10 µM; 0.84% of 340,000 active;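 active = B-score under library mean minus 4 SD, starting fluorescence ratio at most library mean plus 5 SD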;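 also: more negative B-score means stronger inhibition of thallium flux through KCNK3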
KCNQ1 inh: blocks the human KCNQ1 potassium channel | B-score at 10 µM | CHO-K1 KCNQ1, FluxOR thallium flux fluorescence; hits give high values | AID 2642 | 1.3% of 310,000 active;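 active = compounds whose thallium flux B-score, printed positive for inhibition, exceeds three library SD while starting fluorescence stays within three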;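 also: channel opened by potassium depolarization with thallium stimulus after 20 min compound exposure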
Target sequence (P51787 whole entry, looked up): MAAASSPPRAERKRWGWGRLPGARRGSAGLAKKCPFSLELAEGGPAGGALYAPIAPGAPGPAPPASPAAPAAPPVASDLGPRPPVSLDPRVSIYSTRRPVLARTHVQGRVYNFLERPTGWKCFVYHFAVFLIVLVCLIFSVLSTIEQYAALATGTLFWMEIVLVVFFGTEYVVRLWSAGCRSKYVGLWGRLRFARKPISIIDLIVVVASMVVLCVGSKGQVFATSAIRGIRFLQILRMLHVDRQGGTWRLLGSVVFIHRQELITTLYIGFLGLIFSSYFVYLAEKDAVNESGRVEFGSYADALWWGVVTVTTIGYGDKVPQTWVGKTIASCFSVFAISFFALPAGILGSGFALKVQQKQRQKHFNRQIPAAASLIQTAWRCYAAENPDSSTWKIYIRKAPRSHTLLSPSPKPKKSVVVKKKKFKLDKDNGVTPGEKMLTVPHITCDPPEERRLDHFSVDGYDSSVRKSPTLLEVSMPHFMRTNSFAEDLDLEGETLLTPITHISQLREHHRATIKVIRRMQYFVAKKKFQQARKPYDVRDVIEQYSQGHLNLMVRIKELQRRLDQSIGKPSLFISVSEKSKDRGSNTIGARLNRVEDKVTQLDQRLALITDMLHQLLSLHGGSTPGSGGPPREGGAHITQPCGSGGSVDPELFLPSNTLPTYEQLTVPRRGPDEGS
TMEM16A act: activators or potentiators of mouse TMEM16A chloride channel; Q8BHY3; 0.3% of 340,000 active; B-score at 10 µM; HEK293 TMEM16A/YFP-H148Q/I152L, iodide quench fluorescence; hits give low values;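 active = fluorescence-ratio B-score plate-corrected deviation score at least 3 library SD below zero, with starting fluorescence score within 5 deviations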;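 also: channel opened by trigger with iodide after compound preincubation; score built on the fluorescence ratio of max minus min over baseline; more negative score means more quench and so TMEM16A activation or potentiation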
HDAC3 inh: blocks human histone deacetylase 3; O15379; recombinant HDAC3, fluorogenic peptide/trypsin coupled, fluorescence; inhibition, % at 8.3 µM; 0.15% of 320,000 active; AID 2718; in the data active = inhibition above about 26%, passing the limit was not always enough
Target sequence (O15379 whole entry, looked up): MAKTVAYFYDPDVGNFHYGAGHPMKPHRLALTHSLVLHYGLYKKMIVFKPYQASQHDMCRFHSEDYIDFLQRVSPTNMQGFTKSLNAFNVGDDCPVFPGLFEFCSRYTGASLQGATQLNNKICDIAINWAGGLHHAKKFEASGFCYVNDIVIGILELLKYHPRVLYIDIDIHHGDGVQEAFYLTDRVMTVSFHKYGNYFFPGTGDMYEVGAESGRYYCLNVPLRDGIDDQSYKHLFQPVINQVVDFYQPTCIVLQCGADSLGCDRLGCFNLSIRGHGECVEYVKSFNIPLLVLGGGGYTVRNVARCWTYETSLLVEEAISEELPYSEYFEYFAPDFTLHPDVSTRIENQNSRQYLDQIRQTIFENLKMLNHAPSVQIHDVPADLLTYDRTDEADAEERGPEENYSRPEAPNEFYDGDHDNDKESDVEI
hERG rescue: hERG (human) protection from proarrhythmic block. Q12809. CHO-hERG, FluxOR thallium flux, dofetilide IC70 present. activation (rescue from dofetilide block), less the hit threshold, % at 10 µM. AID 1511. 0.51% of 310,000 active;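 active = activation above the mean of controls blocked by dofetilide plus 5 SD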;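 also: thallium influx through hERG after potassium depolarization seen as dye fluorescence rise; in these data hits start at about 4.7%; inactives centre near -7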
KCNQ1 pot: potentiates or activates the human KCNQ1 potassium channel; P51787; CHO-K1 KCNQ1, thallium flux FluxOR fluorescence; hits give high values; B-score at 10 µM; 0.35% of 310,000 active;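 active = fluorescence ratio B-score, a plate-corrected score, at least three library SD, with initial intensity B-score within 5 SD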
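assay system = CHO-K1 cells stably expressing KCNQ1 | medium = assay buffer, equal DMSO in all wells | timing = 37 °C overnight plating, 90-min dark dye load, 20-min compound pretreatment | measured by = kinetic FluxOR thallium fluorescence, 10-s 1-Hz baseline, 110-s post-stimulus read | measure = fluorescence change relative to baseline, converted to B score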
SKKanGAS inh: SKKanGAS growth inhibition. inhibition, % at 7.5 µM. S. pyogenes SKKanGAS, kanamycin growth, BacTiter-Glo, 6 h. 1.3% of 300,000 active;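 active = mean replicate score, as percent of positive control median, at least 50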;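 also: strain carries kanamycin resistance gene driven by streptokinase promoter and grows in 40 µg/ml kanamycin; loss of luminescence reflects streptokinase promoter inhibition or plain growth inhibition; 0% = median of DMSO wells and 100% = positive control at its reference dose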
KCNK9 block: human KCNK9 channel inhibition; 1.2% of 310,000 active; HEK293 KCNK9, FluxOR thallium flux fluorescence; hits give low values; B-score at 10 µM; AID 488922;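 active = ratio B-score over 3 SD below the library mean, with starting fluorescence within 5 SD of its mean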;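 also: negative B-score means less thallium flux so channel inhibition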
RGS4 block: inhibitors of human RGS4; B-score at 10 µM; HEK293 M3R/RGS4 inducible, Fluo-4 calcium flux; hits give high values; triggered by carbachol at its EC20; AID 463165; 0.45% of 310,000 active;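 active = B-score, a plate-corrected calcium signal, over three deviations above library mean, with baseline fluorescence within five deviations of library mean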;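 also: RGS4 expression induced by doxycycline in cells with stable M3 receptor; B-score is computed from the integrated fluorescence ratio over baseline after carbachol; higher B-score means a larger calcium signal and so more RGS4 inhibition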
RGS4 pot: RGS4 potentiation or activation; HEK293 M3R/inducible RGS4, carbachol calcium flux Fluo4; hits give low values; B-score at 10 µM; 0.92% of 310,000 active; AID 463111;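 active = B-score of the integrated calcium signal more than 4 SD below the library mean, with starting fluorescence not abnormally high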;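 also: negative B-score means reduced calcium response which marks RGS4 activation or potentiation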
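System – HEK293 FlpIn-TREx cells, stable M3R, doxycycline-inducible RGS4 · Reagent – ECmax carbachol challenge · Times – compound preincubation 20 min at room temperature before agonist · Technique – Fluo4 fluorescence kinetic imaging of calcium · Measure – B score of integrated Fluo4 ratio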
The depositor's hits bear a star; i = inactive; x = not tested or not shown.

SMILES	TMEM16A inh	KCNK3 block	KCNQ1 inh	TMEM16A act	HDAC3 inh	hERG rescue	KCNQ1 pot	SKKanGAS inh	KCNK9 block	RGS4 block	RGS4 pot
COc1ccc(S(=O)(=O)N(CC(=O)NCCSc2ccccn2)c2ccccc2)cc1	i	i	i	i	-6	-6	i	-5	i	i	i
COc1ccccc1CNC(=O)C(NC(=O)c1ccc(C)cc1)C(C)C (stereo not drawn)	i	i	i	i	0	-14	i	7	i	i	i
CC(=O)Nc1ccc(NC(=O)C(C)Sc2n[nH]c(-c3ccc(C)cc3)n2)cc1 (stereo not drawn)	i	i	i	i	-2	-19	i	-17	i	i	i
O=C(NCCCN1CCCC1=O)c1cccc(S(=O)(=O)N2CCN(c3ccccc3)CC2)c1	i	i	i	i	3	-10	i	20	i	i	i
CCn1cnc2sc(C(=O)O)c(C)c2c1=O	i	i	i	i	1	-2	i	0	i	i	i
COc1ccc(CCn2c(=N)c(C(=O)NCC3CCCO3)cc3c(=O)n4cccc(C)c4nc32)cc1OC (stereo not drawn)	i	i	i	i	5	-29	i	-8	i	i	i
Cc1nnc2sc(SCC(=O)Nc3ccc(Cl)cc3)nn2c1=O	i	i	i	i	1	-8	i	-1	i	i	i
CCOC(=O)C(=O)N(Nc1ccccc1C)c1ccccc1C	i	i	i	i	2	-3	i	7	i	i	i
CC(C)CCNC(=O)COc1ccc(C(=O)c2ccccc2)cc1	i	i	i	i	8	-9	i	-9	i	i	i
COc1cc(/C=N/Nc2ccc(Cl)nn2)cc(OC)c1O	i	i	i	i	2	-4	i	3	i	i	i
O=C(C[n+]1ccc(/C=C/c2ccccc2)cc1)c1ccc2c(c1)OCCO2	i	i	i	i	7	-8	i	8	i	i	i
CSc1ccccc1NC(=O)c1ccc(C)o1	i	i	i	i	-2	-10	i	1	i	i	i
CC(=O)N/C(=C/c1ccc(OS(=O)(=O)c2ccc(C)cc2)cc1)C(=O)NCCO	i	i	i	i	-8	-12	i	1	i	i	i
CC(C)[C@H]1C=C(C(=O)O)O[C@@H](OCc2ccc(CO)cc2)C1	i	i	i	i	1	0	i	5	i	i	i
Cc1ccc(S[C@@H](CCN2CC[C@H](C)CCC2=O)c2ccccc2)cc1	i	i	i	i	9	-7	i	12	-9.4*	i	i
CCCCc1nc(Cl)c(C#N)c2c1CCC2	i	i	i	i	-1	-5	i	2	i	i	i
Cc1ccc(Cn2c(C3CCCN3c3nc(C)cs3)nc3cc(C(=O)NCCCO)ccc32)cc1 (stereo not drawn)	i	i	i	i	5	-3	i	3	i	i	i
CN1C(=O)CSC1=S	i	i	i	i	-1	-6	i	-2	i	i	i
O=C(O/N=C/c1ccc(Cl)cc1)C1CCCCC1	i	i	i	i	8	-7	i	-1	i	i	i
O=[N+]([O-])c1ccc(NCCCNS(=O)(=O)c2ccccc2)cc1	i	i	i	i	3	-11	i	-13	i	i	i
CC(C)CCSc1nc(N)c(C#N)cc1C#N	i	i	i	i	2	-9	i	-2	i	i	i
COc1ccc(NC(=S)N2CCCN(Cc3cc(C)ccc3C)C2)cc1	i	i	i	i	3	-14	i	-3	i	i	i
Cc1cc(C)c(Cn2c3ccccc3c3cnn(CC(=O)NCc4ccccn4)c(=O)c32)c(C)c1	i	i	i	i	0	3	i	1	i	i	i
O=C(NCCCN1CCCC1=O)c1ccc(OC(F)(F)F)cc1	i	i	i	i	4	0	i	7	i	i	i
COc1ccccc1C(=O)NCCn1cc(SCC(=O)NCc2ccco2)c2ccccc21	i	i	i	i	9	-16	i	-1	i	i	i
SMILES	TMEM16A inh	KCNK3 block	KCNQ1 inh	TMEM16A act	HDAC3 inh	hERG rescue	KCNQ1 pot	SKKanGAS inh	KCNK9 block	RGS4 block	RGS4 pot
O=C(CCN1C(=O)/C(=C/c2ccccc2F)SC1=S)Nc1ccccn1	i	i	i	i	5	-8	i	13	i	i	i
COCCCn1cnc2c(c1=O)c1nc3ccccc3nc1n2CCc1ccccc1	x	i	i	i	x	-5	i	0	i	i	i
COc1nc(C#N)nc(N(C)C)n1	i	i	i	i	-1	-7	i	9	i	i	i
O=C(c1cc(COc2ccc(F)cc2Cl)on1)N1CCCC(OCc2cccnc2)C1 (stereo not drawn)	i	i	i	i	-6	-14	i	-10	i	i	i
Cc1onc(-c2ccccc2Cl)c1C(=O)Nc1ccccc1N1CCOCC1	i	i	i	i	4	-6	i	6	i	i	i
Cc1ccc(-n2nc3c(c2NC(=O)c2cccs2)CSC3)cc1	i	i	i	i	-6	-9	i	29	i	i	i
COc1ccc(/C=N/NC(=O)c2ccoc2C)cc1O	i	i	i	i	1	-3	i	0	i	i	i
CC(C)CC(=O)Nc1ccc(C(=O)Nc2cccc(O)c2)cc1	i	i	i	i	3	-4	i	-15	i	i	i
CC1CCN(S(=O)(=O)c2ccc(N=NC3=C(O)CC(C)(C)CC3=O)cc2)CC1	i	i	i	i	-4	-10	i	16	i	i	i
Cc1ccc(N2C(=O)N(CC(=O)Nc3ccc(C)c(C)c3)C(=O)C2C)cc1 (stereo not drawn)	i	i	i	i	3	-7	i	-13	i	i	i
CC(=O)Nc1ccc(NC(=O)c2ccc(COc3ccc4c(C)cc(=O)oc4c3)cc2)cc1	i	x	i	x	-3	-6	i	-2	i	i	i
CC(C)(Oc1cccc2ccccc12)C(=O)O	i	i	i	i	-9	-7	i	17	i	i	i
Cc1cc(OCC(=O)NC2CCCCC2)ccc1Cl	i	i	i	i	-4	-1	i	21	i	i	i
O=S(=O)(c1ccccc1)c1cnn2c(C(F)(F)F)cc(-c3ccc(F)cc3)nc12	i	i	i	i	-34	-5	i	10	i	i	i
COc1cc(OC)c(S(=O)(=O)Nc2ccc(C)cn2)cc1NC(C)=O	i	i	i	i	-9	-5	i	4	i	i	i
O=C(OCC(=O)N1CCCC1)c1ccc(Cl)c([N+](=O)[O-])c1	i	i	i	i	6	-15	i	2	i	i	i
CC1CN(C(=O)COC(=O)COc2ccc(C#N)cc2)CC(C)O1 (stereo not drawn)	i	i	i	i	-9	-12	i	-9	i	i	i
Cc1cc(C)c2oc(=O)cc(CN3CCCCC3)c2c1	i	i	i	i	-4	-1	i	-2	i	i	i
CC1CCN(S(=O)(=O)N2CCCC(C(=O)NCc3ccccc3Cl)C2)CC1 (stereo not drawn)	i	i	i	i	-1	-9	i	-1	i	i	i
CCOC(=O)C1=C(C)N(CCCC(=O)O)C(=O)NC1c1ccc([N+](=O)[O-])cc1 (stereo not drawn)	i	i	i	i	5	-7	i	2	i	i	i
Oc1cccc(Nc2nc(-c3ccccc3Cl)nc3ccccc23)c1	i	i	i	i	4	-12	i	-2	i	i	i
CCn1c2ccccc2c2cc(/C=N/NC(=O)c3ccc(O)cc3)ccc21	i	i	i	i	x	-9	i	19	i	i	i
CCN(CC)CC(C(=O)N(CC)CC)P(=O)(c1ccccc1)c1ccccc1 (stereo not drawn)	i	i	i	i	1	-5	i	0	i	i	i
Cc1ccc(OCCCC(=O)NNC(=O)c2ccncc2)cc1	i	i	i	i	-2	-11	i	-16	i	i	i
NC(=O)c1c(NC(=O)Cn2cnc([N+](=O)[O-])n2)sc2c1CCCC2	i	i	i	i	0	-12	i	1	i	i	i
SMILES	TMEM16A inh	KCNK3 block	KCNQ1 inh	TMEM16A act	HDAC3 inh	hERG rescue	KCNQ1 pot	SKKanGAS inh	KCNK9 block	RGS4 block	RGS4 pot
O=C(NCCOc1ccc2ccccc2c1)c1cncc(Br)c1	i	i	i	i	-3	-6	i	-10	i	i	i
O=S(=O)(c1ccc(Br)cc1)n1ccc2ccccc21	i	i	i	i	7	-13	i	21	i	i	-7.7*
O=S(=O)(c1ccc(Cl)cc1)N1CCN2CCCC2C1 (stereo not drawn)	i	i	i	i	-12	-7	i	5	i	i	i
Cc1ccc(C)c(NC(=O)CCC(=O)N2CCOc3ccccc32)c1	i	i	i	i	4	-10	i	-7	i	i	i
O=C(/C=C/c1ccccc1)NC(=S)Nc1ccc2c3c(cccc13)CC2	i	i	i	i	-1	-1	i	-3	i	i	i
COc1ccc(C(=O)Nc2c(C)cc(C)cc2C)cc1OC	i	i	i	i	-1	-3	i	-1	i	i	i
O=C(CN(C1CCCCC1)S(=O)(=O)c1ccccc1)N1CCCC1	i	i	i	i	-3	-4	i	-2	i	i	i
CCCCCCSc1nnc(N)s1	i	i	i	i	5	-9	i	33	i	i	i
C/C(=N/NC(=O)c1ccc(Cn2cccn2)o1)c1cccc(NC(=O)c2ccncc2)c1	x	i	i	i	x	-8	i	9	i	i	i
CCOc1nc(-c2ccccc2O)nc2ccccc12	i	i	i	i	2	-6	i	15	i	i	i
CCCn1c(SCC(=O)NC)nnc1C(C)C	i	i	i	i	-11	-3	i	-6	i	i	i
COc1ccc(CNC(=O)Cc2ccc(NC(=O)C3=C(C)OCCS3)cc2)cc1	i	i	i	i	0	-9	i	30	i	i	i
Cc1nn2c(-c3ccc(F)cc3)ccnc2c1Cl	i	i	i	i	7	-2	i	0	i	i	i
Cc1cccc(Nc2nc(N)nc(CN3CCN(C)CC3)n2)c1	i	i	i	i	1	-13	i	-1	i	i	i
CN1CCN(S(=O)(=O)c2ccc(NC(=S)NC(=O)C3CCCC3)cc2)CC1	i	i	i	i	0	-8	i	-3	i	i	i
NC1CCN(c2c(F)cc3c(=O)c(C(=O)O)cn(C4CC4)c3c2Cl)C1 (stereo not drawn)	i	i	i	i	2	-10	i	74*	i	i	i

Complete entries, quoted from the list. Values in the order: TMEM16A inh, KCNK3 block, KCNQ1 inh, TMEM16A act, HDAC3 inh, hERG rescue, KCNQ1 pot, SKKanGAS inh, KCNK9 block, RGS4 block, RGS4 pot
`CN1CCN(S(=O)(=O)c2ccc(NC(=S)NC(=O)C3CCCC3)cc2)CC1` is entered as i, i, i, i, 0, -8, i, -3, i, i, i
`Cc1nn2c(-c3ccc(F)cc3)ccnc2c1Cl` is entered as i, i, i, i, 7, -2, i, 0, i, i, i
`O=C(CN(C1CCCCC1)S(=O)(=O)c1ccccc1)N1CCCC1` is entered as i, i, i, i, -3, -4, i, -2, i, i, i
`O=S(=O)(c1ccc(Cl)cc1)N1CCN2CCCC2C1` (stereo not drawn) is entered as i, i, i, i, -12, -7, i, 5, i, i, i
`CCCCCCSc1nnc(N)s1` is entered as i, i, i, i, 5, -9, i, 33, i, i, i

This is a random part of the collection. Share with any hit: about 6.3%.
